GPR35 arrestin U2OS: inhibition of zaprinast-stimulated GPR35 beta-arrestin translocation – imaging, U2OS, beta-arrestin-GFP, zaprinast agonist, primary screen (AID 2058) | U2OS GPR35 beta-arrestin-GFP translocation imaging, zaprinast antagonism; higher % means a stronger effect | inhibition, % at 10 µM; hits with a dose series show IC50 in µM | 290,000 compounds, 0.052% hits;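 active = inhibition of at least 50% with at least 30 cells and total cytoplasm GFP at most 10,000,000; inconclusive = under 30 cells or total GFP of 10,000,000 plus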
GPR55 antagonists: GPR55 antagonists blocking LPI-driven arrestin recruitment, primary screen, imaging, U2OS, beta-arrestin-GFP, LPI agonist (AID 2013) | U2OS GPR55 beta-arrestin-GFP translocation imaging, LPI antagonism; higher % means a stronger effect | inhibition, % at 10 µM; hits with a dose series show IC50 in µM | 290,000 compounds, 0.13% hits;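 active = spots per cell inhibited over 60%, with over 100 cells counted and total cytoplasm intensity under 500,000; inconclusive = wells with under 100 cells, flagged as likely toxic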;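 also: U2OS cells stably carrying GPR55 and arrestin-GFP stimulated by 5 µM LPI near EC80; imaged beta-arrestin-GFP aggregate spots per cell after agonist stimulation; plate controls were LPI-stimulated DMSO wells for no effect and DMSO wells without LPI for full effect; some results filed as inactive read as strong as hits; confirmed hits need IC50 under 10 µM and bright autofluorescent wells are also inconclusive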
GPR55 beta-arrestin: selective activators of receptor GPR55 – imaging, U2OS cells, beta-arrestin-GFP redistribution, primary screen (AID 1961); U2OS GPR55 beta-arrestin-GFP redistribution imaging; higher % means a stronger effect; activation, % at 10 µM; hits with a dose series show EC50 in µM; 290,000 compounds, 0.048% hits;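 active = activation above 40% with more than 50 cells counted in the well; inconclusive = wells holding fewer than 50 cells, flagged as toxic or sparse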;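 also: U2OS osteosarcoma cells stably expressing GPR55 and beta-arrestin-GFP; plate controls were DMSO negative control for no effect and LPI positive control for full effect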
Dengue-2 NS5 capping: flavivirus cap methylation enzyme inhibition – biochemical, confirmation dose response, primary screen (AID 588689). one-dose inhibition, % at 25 µM; IC50 in µM for titrated hits. Dengue-2 NS5 methyltransferase capping enzyme assay, biochemical; higher % means a stronger effect. 340,000 compounds, 0.3% hits; in the data active = a potency from the dose series; inconclusive = inhibition above about 29% without an active follow-up result
NTR1 agonist: agonists of NTR1, primary screen, imaging, U2OS cells, beta-arrestin-GFP, high content (AID 493036); activation, % at 20 µM; P30989; NTR1-U2OS beta-arrestin-GFP spot imaging, agonist mode; 330,000 compounds, 0.17% hits;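 active = activation at or above 40% of the spot to cytoplasm intensity ratio, with at least 20 cells analyzed; inconclusive = wells under 20 cells, flagged as cytotoxic or low count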;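 also: 0% = DMSO without peptide and 100% = 100 nM NTR1 peptide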
Target sequence (P30989 whole entry, looked up): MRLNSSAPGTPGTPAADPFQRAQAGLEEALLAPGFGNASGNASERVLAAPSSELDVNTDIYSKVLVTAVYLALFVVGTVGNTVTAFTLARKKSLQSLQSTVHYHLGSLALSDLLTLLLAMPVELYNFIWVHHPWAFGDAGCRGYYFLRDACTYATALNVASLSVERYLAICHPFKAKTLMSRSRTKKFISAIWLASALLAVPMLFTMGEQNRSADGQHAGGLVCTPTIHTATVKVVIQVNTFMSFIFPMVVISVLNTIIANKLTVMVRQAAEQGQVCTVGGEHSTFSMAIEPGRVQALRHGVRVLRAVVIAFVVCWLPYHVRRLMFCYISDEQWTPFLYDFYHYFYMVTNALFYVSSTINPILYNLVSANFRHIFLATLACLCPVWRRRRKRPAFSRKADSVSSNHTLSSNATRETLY
Yfh1-off respiration: enhancers of respiration in Yfh1-depleted yeast, dose response, Friedreich's ataxia, plus single-dose screen (AID 1465); fold induction at 50 µM, or EC50 in µM where a hit was titrated; 220,000 compounds, 0.074% hits; S. cerevisiae Yfh1-off respiration, WST-1 reduction, 72 h; higher fold induction means a stronger effect;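 active = fold induction of absorbance versus untreated yeast above a set limit, then at least 30% activation at any dose in follow-up; inconclusive = repeats straddling the limit, or above it without dose testing; inactive = fold induction below the set limit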;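 also: activators that raise dye reduction in frataxin-depleted yeast; strong numbers were not always called active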
AID2073: disruptors of CaV2.2 binding to Mint1 – biochemical, HTRF (AID 2073). HTRF protein-protein interaction, Mint1-CaV2.2; higher % means a stronger effect. inhibition, % at 20 µM, or IC50 in µM where a hit was titrated. 290,000 compounds, 0.19% hits; in the data active = inhibition mostly above about 51%, no sharp cut-off; inconclusive = no clear call, values can overlap the other calls; inactive = mostly below about 53%; also: some results filed as inactive read as strong as hits
Large T inhibition: TAg ATPase/helicase activity blockers – biochemical (AID 1903). SV40 large T antigen ATPase/helicase inhibition assay; higher % means a stronger effect. inhibition, % at 20 µM, or IC50 in µM where a hit was titrated. 310,000 compounds, 0.39% hits; in the data active = a potency from the dose series; inconclusive = inhibition mostly from about 32% at the one dose, without a potency; inactive = the rest, 99 in 100 with inhibition below about 32%; also: strong numbers were not always called active
Rac1 GTP hydrolysis: MgcRacGAP GTPase-activating activity inhibitors, confirmation, biochemical, ADP Hunter fluorescence. AID 624330. 340,000 compounds, 0.6% hits. one-dose inhibition, % at 30 µM; IC50 in µM for titrated hits. MgcRacGAP-stimulated Rac1 GTP hydrolysis, ADP Hunter fluorescence; higher % means a stronger effect; GST-tagged Rac1 F28L mutant substrate;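 active = first-screen hits whose inhibition reached a set limit at any dose in the follow-up dose series; inconclusive = inhibition above the set first-screen limit but never retested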;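 also: fluorescence reports GDP produced by GAP-driven GTP hydrolysis; strong numbers were not always called active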
NTR1 agonist cell count 20 µM: recorded beside NTR1 agonist, whose call it bears; cell count; measured here: cell count, cytotoxicity flag
An asterisk follows results filed as active; i = inactive; ? = inconclusive; / = not tested or not shown.

SMILES | GPR35 arrestin U2OS | GPR55 antagonists | GPR55 beta-arrestin | Dengue-2 NS5 capping | NTR1 agonist | NTR1 agonist cell count 20 µM | Yfh1-off respiration | AID2073 | Large T inhibition | Rac1 GTP hydrolysis
COc1ccc(/C=C(/C#N)C(=O)Nc2cccnc2)cc1OC | 9% | 19% | 0.4% | -7% | 0.1 | 41 | i | -9% | 1% | 4%
CNC(=O)c1cc(Nc2nnc(-c3ccc(C)c(S(N)(=O)=O)c3)c3ccccc23)ccc1OC | -16% | 3% | 1.1% | 1% | -0.4 | 97 | / | 18% | -6% | 7%
COC(=O)c1ccc2c(c1)N(Cc1ccccc1F)C(=O)c1ccccc1S2=O (stereo not drawn) | -19% | -8% | 0.3% | -4% | -0.6 | 56 | i | -1% | 1% | 5%
CCOC(=O)Cn1c(=O)sc2ccccc21 | 25% | 4% | 0.2% | -3% | -1.1 | 71 | i | -1% | 1% | 9%
Cc1ccc(Cn2ccsc2=NC(=O)CCl)cc1 | 11% | 2% | -0.4% | -6% | -0.3 | 51 | i | 7% | 18% | 5%
COc1ccc(-c2cc(C(=O)n3cnc4ccccc43)c3ccccc3n2)cc1 | -11% | 1% | 0.0% | -7% | 0.0 | 52 | i | 33% | 4% | 4%
NS(=O)(=O)c1ccc(NC(=S)NC(=O)c2cccc(Br)c2)cc1 | -5% | 2% | 0.3% | -3% | 0.8 | 97 | i | 1% | 3% | 7%
COc1ccc(NC(=O)CSc2nnc(C)c3ccccc23)cc1 | -1% | -8% | -0.1% | -17% | 1.1 | 57 | / | -11% | 25% | -10%
C=CCOc1ccccc1OCC(O)CNC(C)C (stereo not drawn) | / | / | / | 43% | -0.9 | 54 | / | / | 20% | 6%
CSc1ccc(CN2CCCCCC2)cc1 | 6% | 3% | 0.0% | -5% | -0.6 | 52 | / | 3% | 4% | 19%
O=C(COC(=O)C1CCCN1C(=O)c1cccs1)c1ccccc1 (stereo not drawn) | -3% | 9% | 1.2% | -5% | -0.5 | 34 | i | -13% | 24% | 11%
COc1ccc(CNc2ccc3c(c2)ncn3-c2ccccc2OC)cc1 | 3% | 16% | 21% | 2% | 1.0 | 50 | i | -28% | 16% | 10%
COc1ccccc1-n1cnnc1SCC(=O)N1CC(=O)Nc2ccccc21 | 12% | 14% | -0.1% | -1% | -0.1 | 44 | i | -3% | 3% | 4%
O=C(O)COc1ccc2c(c1)OCCO2 | 12% | 8% | -0.3% | 3% | -0.8 | 42 | i | 1% | -4% | 10%
COc1ccc(Cc2nc3ccc(C(=O)NC(C)c4cn(C)nc4C)cc3o2)cc1 (stereo not drawn) | -1% | 11% | -0.1% | -3% | 0.4 | 58 | / | 16% | 12% | 12%
Cc1ccc(C(=O)n2ncn(C)c2=S)cc1 | 1% | 7% | -0.3% | -3% | / | / | i | 1% | 6% | 12%
CCOC(=O)[C@@H]1[C@H]2COc3cc(OC)ccc3[C@@H]2N2C(=O)N(c3ccc(OC)cc3)C(=O)[C@]12C | 1% | -2% | 0.0% | 1% | 2.7 | 51 | / | 11% | 11% | 11%
CCN(CC)S(=O)(=O)c1cccc(-c2nnc(-c3ccc(C)cc3)o2)c1 | -8% | 6% | -0.1% | -2% | 1.3 | 88 | i | 7% | 14% | 5%
Nc1ccc2nc(-c3ccccc3)c(-c3ccccc3)nc2c1 | 22% | 15% | -0.2% | ? | -0.8 | 61 | / | 46% | 12% | 2%
COc1ccc(C2Nc3ccccc3C(=O)N2O)cc1CN1CCOCC1 (stereo not drawn) | 0% | 1% | -0.3% | 0% | -0.1 | 54 | i | 2% | 15% | 10%
Cc1ccc(C(C(=O)NC(C)(C)C)N(Cc2cccnc2)C(=O)C(=O)NC2CCCCC2)o1 (stereo not drawn) | -3% | 4% | -0.5% | 4% | 2.2 | 68 | i | 39% | 0% | 6%
CCc1nnc(NC(=O)c2ccc(-c3ccc(F)cc3)o2)s1 | -3% | -3% | -0.2% | -1% | 1.4 | 62 | i | 24% | 11% | -3%
O=C(Nc1ccc(F)cc1)c1nsc(Cl)c1Cl | -11% | -1% | -0.5% | 4% | 0.5 | 54 | i | 3% | 8% | 7%
CC(NS(=O)(=O)c1ccc(Cl)cc1)C(=O)NCCC1=CCCCC1 (stereo not drawn) | 6% | -13% | -0.3% | -7% | 3.7 | 35 | i | -2% | 5% | 0%
Cc1ccc(-c2nc(-c3ccccn3)no2)cc1Cl | -1% | 5% | 0.0% | -6% | -0.4 | 65 | / | 42% | 21% | 5%
CCOC(=O)CCc1c(C)c2c(C)nn(-c3ccccc3)c2[nH]c1=O | 7% | 1% | -0.1% | -4% | -1.2 | 52 | i | 5% | 2% | 8%
CN(C)c1cc[n+](CC(=O)Nc2c(Cl)cc(Cl)cc2Cl)cc1 | 9% | -2% | -0.1% | -1% | 0.6 | 54 | i | 10% | 6% | -1%
Cc1cc(C)cc(N(CCC(=O)O)S(=O)(=O)c2ccc(Cl)cc2)c1 | 9% | -3% | 0.2% | -1% | 1.5 | 67 | i | 7% | 3% | 3%
CCOc1cc(/C=C2\COc3ccccc3C2=O)ccc1OCC(=O)N(C)C | 2% | -1% | -0.2% | -14% | 14 | 57 | / | 6% | 11% | 5%
COc1cc(/C=C/C(=O)NCC(=O)N2CCC(N(C)CCN3CCOCC3)CC2)ccc1OC(C)C | -4% | 20% | 0.1% | -12% | -1.2 | 77 | i | 14% | 3% | 3%
CC[C@H](C)[C@H](NC(N)=O)C(=O)Nc1ccc(OC)c(Cl)c1 | -5% | -3% | 0.4% | 4% | 2.8 | 42 | i | -2% | 2% | 2%
CC(=O)NCCc1cnc[nH]1 | -13% | -19% | -0.2% | -7% | -2.7 | 89 | / | 10% | 6% | -3%
O=C(Nc1ccccc1F)N1CCc2ccccc2C1 | 3% | 3% | 0.7% | -5% | 0.8 | 63 | / | -8% | 11% | 5%
COc1ccccc1NC(=O)Cc1noc(CSc2cc(C)c3ccccc3n2)n1 | -7% | -4% | 0.2% | -4% | 0.6 | 97 | i | -12% | 2% | 7%
COC(=O)CSCC(=O)Nc1nnc(-c2ccccc2C)s1 | -2% | -6% | 0.7% | / | -1.8 | 94 | i | 13% | 10% | 0%
COc1ccc(NC(=O)NN2CCOCC2)cc1OC | -21% | 2% | 0.2% | -4% | -0.3 | 38 | i | 0% | 7% | 8%

Pulled by structure from the list above (five):
SMILES | GPR35 arrestin U2OS | GPR55 antagonists | GPR55 beta-arrestin | Dengue-2 NS5 capping | NTR1 agonist | NTR1 agonist cell count 20 µM | Yfh1-off respiration | AID2073 | Large T inhibition | Rac1 GTP hydrolysis
COc1ccc(NC(=O)NN2CCOCC2)cc1OC | -21% | 2% | 0.2% | -4% | -0.3 | 38 | i | 0% | 7% | 8%
COc1ccccc1NC(=O)Cc1noc(CSc2cc(C)c3ccccc3n2)n1 | -7% | -4% | 0.2% | -4% | 0.6 | 97 | i | -12% | 2% | 7%
CCOC(=O)CCc1c(C)c2c(C)nn(-c3ccccc3)c2[nH]c1=O | 7% | 1% | -0.1% | -4% | -1.2 | 52 | i | 5% | 2% | 8%
CN(C)c1cc[n+](CC(=O)Nc2c(Cl)cc(Cl)cc2Cl)cc1 | 9% | -2% | -0.1% | -1% | 0.6 | 54 | i | 10% | 6% | -1%
Cc1ccc(-c2nc(-c3ccccn3)no2)cc1Cl | -1% | 5% | 0.0% | -6% | -0.4 | 65 | / | 42% | 21% | 5%

(more compounds)
SMILES | GPR35 arrestin U2OS | GPR55 antagonists | GPR55 beta-arrestin | Dengue-2 NS5 capping | NTR1 agonist | NTR1 agonist cell count 20 µM | Yfh1-off respiration | AID2073 | Large T inhibition | Rac1 GTP hydrolysis
O=C(CSc1nc2ccccc2c(=O)n1CCC(=O)N1CCN(c2ccccc2)CC1)NCC1CCCO1 (stereo not drawn) | -12% | 7% | -0.3% | -11% | -0.5 | 54 | i | -12% | 6% | 9%
Cc1ccc(C)n1-c1ccc(N2CCOCC2)c(Br)c1 | 4% | 11% | -0.1% | -7% | 1.8 | 47 | i | 6% | 19% | 14%
COc1ccc(C(=O)Cc2ccc(F)cc2)c(OC)c1 | -15% | 5% | 0.1% | 1% | 0.2 | 46 | i | 2% | 11% | 6%
CC(NC(=O)Cn1cc(C(F)(F)F)cc(Cl)c1=O)c1ccccc1 (stereo not drawn) | 16% | -10% | -0.3% | -6% | 1.6 | 45 | / | 19% | 4% | 8%
O=C(NCC1CCCO1)c1ccccc1S(=O)(=O)c1ccc([N+](=O)[O-])cc1 (stereo not drawn) | 1% | 8% | 0.1% | / | -1.2 | 90 | i | 0% | 28% | 3%
Nc1nc(SCC(=O)Nc2ccc(Cl)cc2)[nH]c(=O)c1-c1ccccc1 | -9% | -11% | -0.4% | -11% | 0.2 | 49 | i | 21% | 2% | 5%
O=C(Oc1cc(-c2ccccc2)no1)c1cccc(C(F)(F)F)c1 | -4% | -6% | -0.1% | -3% | 1.7 | 69 | i | -1% | 15% | 8%
CCCCNC(=O)c1onc(CSc2cc(C)cc(C)c2)c1C(=O)NCCCC | / | / | / | 2% | -2.7 | 47 | i | / | 7% | 6%

Exported tab-delimited: part of the list above.
SMILES	GPR35 arrestin U2OS	GPR55 antagonists	GPR55 beta-arrestin	Dengue-2 NS5 capping	NTR1 agonist	NTR1 agonist cell count 20 µM	Yfh1-off respiration	AID2073	Large T inhibition	Rac1 GTP hydrolysis
CC(NC(=O)Cn1cc(C(F)(F)F)cc(Cl)c1=O)c1ccccc1 (stereo not drawn)	16%	-10%	-0.3%	-6%	1.6	45	/	19%	4%	8%
Nc1nc(SCC(=O)Nc2ccc(Cl)cc2)[nH]c(=O)c1-c1ccccc1	-9%	-11%	-0.4%	-11%	0.2	49	i	21%	2%	5%

This is a random part of the collection (roughly 1.7% active in at least one column).
